GPR151 activ: human GPR151 activation; Q8TDV0; PathHunter beta-arrestin GPR151 cells, luminescence; activation, % at 11.2 µM; 650,000 tested, 1% active; AID 1508602; in the data active = activation above about 4.9%;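 note: 0% = median of compound wells and 100% = cells with positive control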
MITF inh: human MITF inhibition, primary screen; inhibition, % at 2.6 µM; 650,000 tested, 0.91% active; AlphaScreen MITF homodimerization, bead proximity signal; in the data active = inhibition above about 50%;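 note: 0% = vehicle wells with protein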
FBW7 act: activators of human E3 ligase FBW7; AlphaScreen FBW7–phospho-cyclin E peptide binding, activator screen; Q969H0; normalized activity (activation), % at 26.1 µM; 650,000 tested, 0.13% active; in the data active = normalized activity above about 1.9%;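 note: purified mutant Fbw7 with reduced substrate affinity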
Target sequence (Q969H0 whole entry, looked up): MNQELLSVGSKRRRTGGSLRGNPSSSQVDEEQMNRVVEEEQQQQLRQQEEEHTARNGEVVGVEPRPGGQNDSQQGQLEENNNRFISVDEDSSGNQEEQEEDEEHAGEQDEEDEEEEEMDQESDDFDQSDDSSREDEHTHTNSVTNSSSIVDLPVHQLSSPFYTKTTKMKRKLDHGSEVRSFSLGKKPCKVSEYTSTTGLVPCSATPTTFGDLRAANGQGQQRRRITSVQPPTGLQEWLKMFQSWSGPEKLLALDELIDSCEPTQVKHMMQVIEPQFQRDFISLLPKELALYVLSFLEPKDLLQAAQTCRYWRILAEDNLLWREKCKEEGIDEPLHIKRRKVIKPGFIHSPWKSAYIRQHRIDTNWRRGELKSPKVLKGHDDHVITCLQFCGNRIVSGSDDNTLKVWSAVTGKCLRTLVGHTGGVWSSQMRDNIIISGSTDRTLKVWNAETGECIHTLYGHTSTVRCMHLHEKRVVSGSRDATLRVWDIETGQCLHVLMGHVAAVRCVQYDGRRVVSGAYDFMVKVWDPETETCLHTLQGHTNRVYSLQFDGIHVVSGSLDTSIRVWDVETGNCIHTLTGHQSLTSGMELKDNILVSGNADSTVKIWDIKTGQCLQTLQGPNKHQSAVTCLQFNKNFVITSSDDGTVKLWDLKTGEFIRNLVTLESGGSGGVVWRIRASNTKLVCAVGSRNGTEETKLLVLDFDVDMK
TEAD-YAP block: TEAD-YAP interaction inhibition. HEK-TIYL cells, TEAD-Gal4/YAP UAS-luciferase luminescence. AID 1259422. 640,000 tested, 1.4% active. inhibition, % at 9.12 µM; in the data active = inhibition above about 32%;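 note: 0% = median of test compound wells and 100% = reference inhibitor wells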
Active calls of the source: *.

Every second line gives: GPR151 activ	MITF inh	FBW7 act	TEAD-YAP block
Cc1ccc(SCCNC(=O)c2ccc(NS(C)(=O)=O)cc2)cc1
  -0.6	8	-0.1	10
COc1ccc(C2(CNC(=O)c3cc4ccccc4o3)CCCC2)cc1OC
  1.5	3	0.0	-10
CC(=O)c1ccc(OC(=O)CCCN2C(=O)c3ccccc3C2=O)cc1
  1.7	22	0.2	2
O=[N+]([O-])c1cc(Br)c2nsnc2c1Sc1ncnc2ccccc12
  0.9	-2	-0.1	-3
COc1cc(/C=N/n2cnnc2)c([N+](=O)[O-])cc1OCCC(C)C
  1.2	3	-0.2	1
COc1ccc(OC)c(NC(=O)c2cc3ccccc3oc2=O)c1
  0.3	7	0.1	-5
COc1ccc(C2=NN3C(C(=O)c4ccccc4)Oc4ccccc4C3C2)cc1 (centres undefined)
  0.0	-6	-0.4	-47
COCCN1C(=O)/C(=C\c2ccc(O)cc2)C(C(=O)OC)=C1C
  -0.2	19	0.1	-3
CCCn1c(SCc2ccccc2Cl)nc2c1c(=O)[nH]c(=O)n2C
  0.0	-7	0.5	-17
c1cncc(CCNc2nccn3c(-c4ccc5ccccc5c4)cnc23)c1
  -1.2	-15	-0.1	2
c1ccc(OCCNc2nc(Nc3nccc4ccccc34)nc3nc[nH]c23)cc1
  2.6	3	-0.2	3
O=C1c2ccccc2C(=O)N1C/C=C/CN1C(=O)c2ccccc2C1=O
  -0.7	11	0.7	10
COc1ccc(OC)c(NC(=O)CSc2nc3[nH]ncc3c(=O)n2-c2ccccc2)c1
  -1.1	-6	0.2	-9
CCc1ccc(CN2CCCC(C(=O)NN)C2)cc1 (centres undefined)
  0.6	-8	-0.2	5
COc1ccccc1-c1coc2cc(OCc3cccc(Cl)c3)ccc2c1=O
  0.0	12	-0.1	3
O=C(Nc1ccc(Br)cc1)C1CCN(C(=O)NCc2ccccc2)CC1
  -0.5	-9	0.1	6
O=[N+]([O-])c1cc(S(=O)(=O)N2CCCCCC2)ccc1N1CCCCC1
  -1.3	2	-0.2	0
CCN(CC)C(=O)C(=O)Nc1cccc(C(C)=O)c1
  4.0	7	0.5	15
COC(=O)c1ccc(Oc2nnnn2-c2ccc(C(N)=O)cc2)cc1
  -2.2	-6	0.0	-4
Cc1cc(I)cc2c1NC(c1ccc(F)cc1)C1CC=CC21 (centres undefined)
  -0.3	1	-0.2	-2
CCOC(=O)CN1C(=O)S/C(=C/c2ccc(-c3cc(C(=O)O)ccc3C)o2)C1=O
  -1.6	5	-0.3	0
O=C(c1ccc2c3c(cccc13)CC2)N1CCc2ccccc21
  -1.5	9	0.0	-2
O=C1c2ccccc2C(=O)C1(Nc1ccc2c(c1)oc1ccccc12)c1ccccc1
  -1.8	11	-0.1	-23
CC(=O)OCCNc1cc(Cl)c2noc3c2c1C(=O)c1ccccc1-3
  -0.7	-2	-0.1	3
CCOCCCn1c(=S)[nH]c2cc(C(=O)NCCc3ccc(OC)c(OC)c3)ccc2c1=O
  0.8	9	0.3	2
CC1CCCC(C)N1C(=O)CSc1nccn1C (centres undefined)
  0.9	11	0.1	1
COc1cc(/C=C2/N=C(c3ccc(Cl)cc3)OC2=O)cc(OC)c1OC(C)=O
  0.1	-8	0.1	6
Cc1cc(C(=O)O)c(NC(=O)c2ccc(C(C)(C)C)cc2)s1
  1.1	-5	-0.3	-16
O=C(Nc1cccnc1)c1cc([N+](=O)[O-])nn1Cc1ccccc1
  1.0	15	0.2	12
O=C(O)Cn1c(=O)oc2cc(S(=O)(=O)NC3CCCCC3)ccc21
  -2.4	16	0.1	2

Further records:
Every second line gives: GPR151 activ	MITF inh	FBW7 act	TEAD-YAP block
CC12CC(c3ccccc3O1)C(C(=O)N1CCOCC1)C(=O)N2 (centres undefined)
  -0.6	-5	0.0	12
CCOC(=O)C1=C(C)N=c2s/c(=C\c3ccc(OCc4ccccc4)c(Br)c3)c(=O)n2C1c1ccccc1 (centres undefined)
  1.3	0	-0.1	3
O=C1C2CC=C(Cl)CC2C(=O)N1c1cc([N+](=O)[O-])cc(Cl)c1O (centres undefined)
  0.8	22	-0.1	1
COc1cc(CO)ccc1OCc1ccc(F)cc1Cl
  0.5	0	0.2	-41
Cc1nc2sc(C(=O)OCC(=O)N3c4ccccc4CC3C)c(C)c2c(=O)[nH]1 (centres undefined)
  3.3	-6	0.6	7
COc1ccc(C(=O)NCCCn2ccnc2)cc1[N+](=O)[O-]
  1.6	7	0.0	4
COC(=O)CN1C(=O)COc2cc(S(=O)(=O)NC3CCCC3)ccc21
  3.2	5	0.0	4
Cc1ccccc1Cn1c(=O)n(Cc2ccco2)c(=O)c2ccccc21
  -0.9	-3	-0.1	-24
Cc1[nH]c(=O)ccc1C(=O)Nc1ccc(N2CCN(C(=O)c3cccs3)CC2)cc1
  -1.1	15	0.3	5
CS(=O)(=O)N(Cc1ccccc1)c1ccc(C(=O)NCCNC(=O)c2ccc(N(Cc3ccccc3)S(C)(=O)=O)cc2)cc1
  -0.5	-3	0.0	-10
COCCNC(=O)CN(C(=O)CCC(=O)Nc1ccccn1)c1ccc(F)c(Cl)c1
  -0.5	4	0.5	4
CC1=C(C(N)=O)C(c2ccccc2)n2nc(-c3ccc(O)cc3)nc2N1 (centres undefined)
  -0.6	-8	0.1	-1
Cc1ccc(/C=N/NC(=O)c2cc(-c3ccccc3)n[nH]2)cc1
  0.8	-5	0.1	-8
O=C(CCN1C(=O)c2ccccc2C1=O)NCCCn1ccnc1
  -0.6	19	0.5	8
CCOc1ccc(C(=O)N/N=C(/C)c2ccc(N)cc2)cc1
  1.8	17	0.1	-25
COc1cc(-n2c(C)nc3cc(C(=O)NCc4ccccc4Cl)ccc32)cc(OC)c1OC
  4.8	-2	-0.2	-9
CCOC(=O)C1=C(c2ccccc2)N=c2s/c(=C\c3ccc4c(c3)OCO4)c(=O)n2C1c1cc(C(C)C)c(OC)cc1C (centres undefined)
  -0.7	18	2.7*	-3
COc1cc(C2C3=C(CC(C)(C)CC3=O)Nc3ccc4ncccc4c32)ccc1OC(C)=O (centres undefined)
  -0.3	10	0.3	6
Cn1c(=O)c(C(=O)Nc2cccc(Br)c2)c(O)c2ccccc21
  0.2	16	0.6	5
CCOc1cc(/C=C2\NC(=O)NC2=O)ccc1OCCCOc1cc(C)ccc1C
  -0.5	-2	-0.2	9
COC(=O)C1=C(C)N(CC(C)C)C(=O)/C1=C\c1ccc(OC)cc1
  0.0	2	-0.4	1
O=C(NCCc1ccccc1)c1cc2c(s1)CS(=O)(=O)C2
  0.3	4	0.0	-35
COc1ccc(C(=O)N2CCN(Cc3ccccc3)CC2)cc1
  0.2	47	0.1	1
O=C(c1ccccc1)N1CCC(=O)N1c1ccccc1
  -0.2	-1	1.0	2
Cn1c(=O)[nH]c(=O)c2c1nc(N1CCOCC1)n2CCN1CCCCC1
  0.0	-1	0.0	-2
COc1ccc(-c2noc(CN(C(=O)COc3ccccc3C)C(C)C)n2)cc1
  -0.2	4	-0.1	-13
CCCCOc1ccc(NC(=O)C2CC=CCC2C(=O)O)cc1 (centres undefined)
  -0.8	4	-0.2	-10
CCOc1cc(C2C3=C(CCCC3=O)Nc3nc(-c4cccs4)nn32)ccc1O (centres undefined)
  -0.7	5	-0.1	1
COc1ccc(NC(=O)CS(=O)CC(=O)NCC2OCCc3ccccc32)cc1 (centres undefined)
  0.6	-2	-0.2	4
CCN1C(=O)c2cccc3c(NC(=O)COc4ccc(Cl)cc4)ccc1c23
  2.4	2	0.0	1

The results go on:
Every second line gives: GPR151 activ	MITF inh	FBW7 act	TEAD-YAP block
CCOc1cccc2sc(N3CCN(C(=O)c4ccno4)CC3)nc12
  1.5	9	0.1	6
COC(=O)C(CC(C)C)NC(=O)c1ccc(Cl)cc1[N+](=O)[O-] (centres undefined)
  0.9	-1	-0.1	1
O=C(N/N=C/c1ccc(O)cc1)c1cnccn1
  -3.9	7	0.6	-8
COCCN(C1CCN(c2nccc(OC)n2)CC1)S(=O)(=O)c1cccc(OC)c1
  1.2	13	-0.1	4
O=C(CN1CCN(C/C=C/c2ccccc2)CC1)N1CCCc2ccccc21
  -0.1	85*	-0.3	9
COc1ccc(Cl)c(Cn2c(NCCCN(C)C)nc3c2c(=O)n(C)c(=O)n3C)c1
  -0.3	-11	-0.2	-6
CCOC(=O)C(=O)C1CCc2c([nH]c3ccccc23)C1=O (centres undefined)
  -0.3	7	0.2	16
CCCCOC(=O)C1=C(C)N(C)C(=O)NC1c1ccccc1I (centres undefined)
  0.6	-8	0.0	4
O=C(COC(=O)C1CC1)c1ccc(OC(F)F)cc1
  1.8	11	0.1	5
COc1ccc(CNS(=O)(=O)c2ccc(F)c(C(=O)Nc3cccc(Cl)c3)c2)cc1
  1.8	-1	0.2	-3
S=c1[nH]ncn1-c1ccccn1
  0.8	2	-0.1	-15
O=C(CNC(=O)c1ccccc1)OCc1cccc(Br)c1
  0.6	-6	0.1	2
Cc1cccc(N2CCN(S(=O)(=O)c3ccc(F)c(C(=O)Nc4cccc(F)c4)c3)CC2)c1C
  -1.6	5	0.2	6
CCOC(=O)c1sc2nccnc2c1N
  -1.1	9	0.0	-2
COc1ccc(-c2cc(C(=O)NCc3ccccc3)c3ccccc3n2)cc1
  3.6	0	-0.1	4
CC(C)NC(=O)C(=O)NCC(c1ccco1)S(=O)(=O)c1ccc(Cl)cc1 (centres undefined)
  1.3	2	-0.3	2
Cc1ccc(NC(=O)/C(=C/c2cccc([N+](=O)[O-])c2)NC(=O)c2ccccc2F)cc1Cl
  1.1	15	0.0	-13
Cc1cc(=O)nc2c3ccccc3n(C(C)C(=O)NCc3cccc(Br)c3)n12 (centres undefined)
  0.4	6	-0.2	14
C=CCN1C(=O)CS/C1=N/S(=O)(=O)c1ccc(F)cc1
  0.5	3	-0.2	-1
CC(C)C(=O)NCC(c1ccco1)N1CCc2ccccc21 (centres undefined)
  -0.7	1	-0.1	-1
COc1cc(C(=O)NCC(=O)N/N=C/c2cccc([N+](=O)[O-])c2)cc(OC)c1OC
  0.3	-8	1.4	5
Cc1ccc(C(=O)NCCNS(=O)(=O)c2ccc(C)cc2)cc1
  -0.7	-6	0.2	-8
CCCNC(=O)CN(c1ccc(OCc2ccccc2)cc1)S(C)(=O)=O
  2.1	-1	0.0	-3
CCc1ccc(NC(=O)CSc2nnc3[nH]c(=O)ccn23)cc1
  -1.0	12	0.6	7
Cc1nnsc1C(=O)NC1(c2ccc(F)cc2)CCCC1
  -0.2	-6	-0.4	-4
Cc1cc(OCC(=O)N(C)Cc2ccccc2)cc(C)c1Cl
  -0.2	4	0.0	-8
Cc1ccc(C)c(NC(=S)NCCc2c[nH]c3ccccc23)c1
  -1.0	19	0.3	5
CC1CCCCN1C(=O)CSc1nnc(COc2ccc(Cl)cc2)n1C (centres undefined)
  -0.6	14	-0.1	-2
CS(=O)(=O)N1CCC(C(=O)Nc2cccc(Br)c2)CC1
  -0.2	-18	0.1	1
COc1cc(-c2ncnn2-c2ccc(F)c([N+](=O)[O-])c2)ccc1OCc1ccccc1
  0.2	-10	-0.1	-23
CCCOc1ccc(N2C(=O)CC(NCc3ccc4[nH]c(C)cc4c3)C2=O)cc1 (centres undefined)
  -1.1	11	0.3	17
Cc1cc(C)cc(C(=O)NCC2CCC3(CCN(Cc4ccncc4)CC3)O2)c1 (centres undefined)
  0.4	8	-0.1	4

Entries shown so far that contain bromine:
Every second line gives: GPR151 activ	MITF inh	FBW7 act	TEAD-YAP block
O=[N+]([O-])c1cc(Br)c2nsnc2c1Sc1ncnc2ccccc12
  0.9	-2	-0.1	-3
O=C(Nc1ccc(Br)cc1)C1CCN(C(=O)NCc2ccccc2)CC1
  -0.5	-9	0.1	6
CCOC(=O)C1=C(C)N=c2s/c(=C\c3ccc(OCc4ccccc4)c(Br)c3)c(=O)n2C1c1ccccc1 (centres undefined)
  1.3	0	-0.1	3
Cn1c(=O)c(C(=O)Nc2cccc(Br)c2)c(O)c2ccccc21
  0.2	16	0.6	5
O=C(CNC(=O)c1ccccc1)OCc1cccc(Br)c1
  0.6	-6	0.1	2
Cc1cc(=O)nc2c3ccccc3n(C(C)C(=O)NCc3cccc(Br)c3)n12 (centres undefined)
  0.4	6	-0.2	14
CS(=O)(=O)N1CCC(C(=O)Nc2cccc(Br)c2)CC1
  -0.2	-18	0.1	1

Screens from PubChem BioAssay.

An unsorted share of the library; about 3.4% have a hit in one of these screens.
